All columns: NCI-60 one-dose screen, growth in % after 48 h at 10 µM unless noted; 100 = growth as untreated, 0 = no growth, -100 = all killed.
SK-MEL-5: SK-MEL-5 melanoma. actives 6.4% (n = 80,000)
UACC-62: UACC-62 melanoma | AID 1794756 | actives 5.4% (n = 81,000)
MALME-3M: MALME-3M melanoma | actives 5.8% (n = 78,000)
SK-MEL-2: SK-MEL-2 melanoma; actives 4.7% (n = 77,000); AID 1794763
EKVX: EKVX NSCLC. AID 1794765. actives 3% (n = 71,000)
M14: M14 melanoma; actives 6.2% (n = 80,000); AID 1794745
UACC-257: UACC-257 melanoma. actives 4.4% (n = 78,000)
A549/ATCC: A549/ATCC NSCLC; actives 3.7% (n = 81,000); AID 1794740
An asterisk follows results filed as active; nt = no result given; & = joins results of further samples; [ ] = remark or other dose. Rule for the calls: active = growth percent below 10; inactive = the rest.

Every second line gives: SK-MEL-5	UACC-62	MALME-3M	SK-MEL-2	EKVX	M14	UACC-257	A549/ATCC
COc1cc(/C=C/C(=O)c2ccc(NC(=O)CSc3nnc(-c4ccccc4)n3-c3ccccc3)cc2)cc(OC)c1OC
  95	100	92	95	97	107	98	91
O=C(Nc1c(Br)cc2c(c1Br)Cc1ccccc1-2)C(F)(F)F
  96	94	76	106	49	107	99	96
Brc1ccc(-c2cc3c(cc2C2SCCS2)OCO3)cc1
  99	90	99	97	96	99	106	94
O=C(O)CC(C(=O)O)C(c1ccccc1)c1ccccc1 (stereo unspecified)
  102	104	88	96	111	103	116	nt
CCOC(=O)Cc1c[nH]c(=S)[nH]c1=O
  104	105	92	108	99	89	100	107
Cc1ccn2c(=S)[nH]nc2c1
  102	99	100	107	98	98	116	111
CC(C)C[C@H](NC(=O)Cn1ccc(Nc2ccccc2)cc1=O)B(O)O
  2.2*	25	-12*	-2.4*	nt	32	7.6*	71
Cc1onc(-c2ccccc2)c1C(=O)NC1C(=O)N2[C@@H]1SC(C)(C)[C@@H]2C(=O)O (stereo partly specified)
  102	nt	nt	112	98	114	101	99
CO/N=C(\C)c1ccc(NC(=O)CN2CCN(c3cc4c(cc3F)c(=O)c(C(=O)O)cn4C3CC3)CC2)cc1
  92	91	96	93	99	86	97	103
O=C(CCCCn1ccc(=O)[nH]c1=O)Nc1ccc(C(=O)O)c(O)c1
  107	99	nt	101	96	112	113	109

The list goes on.
Every second line gives: SK-MEL-5	UACC-62	MALME-3M	SK-MEL-2	EKVX	M14	UACC-257	A549/ATCC
Cn1c(=O)c2c(nc(Nc3cc(=O)[nH]c(=O)[nH]3)n2Cc2ccccc2)n(C)c1=O
  98	88	103	-3.0*	90	92	47	12
CN(C)CCC(=O)C1=CC[C@H]2[C@@H]3CC=C4C[C@@H](O)CC[C@]4(C)[C@H]3CC[C@]12C
  85	90	94	95	90	85	84	93
CC1=NC2=NC(=O)/C(=C3/N=C(C)C=C(c4ccccc4)N3N)NN2C(c2ccccc2)=C1
  99	89	44	108	84	nt	109	109
O=C(CNc1ccccc1)Nc1ccc(-c2nc3ccccc3s2)cc1
  78	76	95	105	nt	87	102	90
COc1ccc(C(=O)C(C)Br)cc1OC (stereo unspecified)
  92	86	97	86	98	98	80	nt
Cc1cc(C)nc(SC2=C(Nc3cc(Cl)ccc3O)C(=O)N(Cc3ccccc3)C2=O)n1
  49[30 µM]	71[30 µM]	-57*[30 µM]	98[30 µM]	84[30 µM]	95[30 µM]	83[30 µM]	47[30 µM]
COc1ccc(OC)c(NC2=C(SCCc3ccccc3)C(=O)c3ccccc3C2=O)c1
  81	62	91	73	77	83	nt	87
CCOC(=O)CSc1nnc(N)s1
  91	92	102	102	109	95	86	81
CCN(CC)CCOc1ccc2c(c1)O/C(=C\c1ccccc1OC)C2=O
  91	94	89	119	103	101	96	98
Cc1ccc(S(=O)(=O)N2C/C(=C\c3c(Cl)cccc3Cl)C(=O)/C(=C/c3c(Cl)cccc3Cl)C2)cc1
  85	69	89	nt	nt	79	nt	77

Next structures follow.
Every second line gives: SK-MEL-5	UACC-62	MALME-3M	SK-MEL-2	EKVX	M14	UACC-257	A549/ATCC
CCOC(=O)c1c(NC(=O)CSc2nnc(C(C)c3ccc(CC(C)C)cc3)n2-c2ccccc2)sc(C)c1C (stereo unspecified)
  87	43	106	77	56	71	115	55
CCCCOc1nc2ccc(OC)cc2cc1C(c1cn(CCCC)c2ccc(F)cc12)c1cn(CCCC)c2ccc(F)cc12
  nt	105	106	107	99	nt	98	101
O=C(CCNCc1ccccc1)c1ccccc1
  99	97	104	108	104	105	102	101
CCN1C/C(=N\S(=O)(=O)NC2CCCCC2)N(CC)C1=O
  105	97	103	110	102	nt	111	105
COc1ccccc1NCS(=O)(=O)O
  90	91	102	93	97	nt	97	91
O=[N+]([O-])c1ccc(N2CCCCC2)nc1
  110	97	116	108	103	103	113	111
N#Cc1c(-c2ccc(Cl)cc2)nc(SCC(=O)c2ccc(Cl)cc2)[nH]c1=O
  95	96	96	111	96	100	85	97
CC1(C)CC[C@]2(C(=O)O)CC[C@]3(C)C(=CC[C@@H]4[C@@]5(C)CC[C@H](OC(=O)c6cccnc6)C(C)(C)[C@@H]5CC[C@]43C)[C@@H]2C1
  96	96	121	104	90	99	106	85
CC1COc2c(N3CCN(C)CC3)c(F)cc3c(=O)c(C(=O)NNC(=S)Nc4cccc(C(F)(F)F)c4)cn1c23 (stereo unspecified)
  95	99	101	107	86	nt	116	103
CCCn1c(=O)[nH]c2c(c1=O)C(c1ccc(Cl)cc1)c1c([nH]c(=O)n(CCC)c1=O)N2
  95	94	96	99	111	99	90	92

By substructure: those above with two or more sulfur atoms.
Every second line gives: SK-MEL-5	UACC-62	MALME-3M	SK-MEL-2	EKVX	M14	UACC-257	A549/ATCC
Brc1ccc(-c2cc3c(cc2C2SCCS2)OCO3)cc1
  99	90	99	97	96	99	106	94
CCOC(=O)CSc1nnc(N)s1
  91	92	102	102	109	95	86	81
CCOC(=O)c1c(NC(=O)CSc2nnc(C(C)c3ccc(CC(C)C)cc3)n2-c2ccccc2)sc(C)c1C (stereo unspecified)
  87	43	106	77	56	71	115	55

Following part:
Every second line gives: SK-MEL-5	UACC-62	MALME-3M	SK-MEL-2	EKVX	M14	UACC-257	A549/ATCC
Cc1nc2c(c(=O)[nH]1)C(c1ccccc1)c1ccc3ccccc3c1O2 (stereo unspecified)
  37	30	61	16	61	22	34	40
CCOC(=O)CC1=Nc2ccccc2SC1
  96	97	108	110	87	100	90	83
O=C(N[C@H]1C(O)[C@H](O)C(CO)O[C@H]1O)NS(=O)(=O)c1ccccc1Cl (stereo partly specified)
  105	99	99	106	102	106	117	108
Cn1cc(-c2csc(-c3cn(C)c4ncccc34)n2)c2cccnc21
  85	79	106	107	87	96	100	90
C/C(=C\C(=O)Nc1ncn[nH]1)Nc1ncn[nH]1
  107	94	99	90	nt	98	nt	nt
C/C(=C(\c1ccc(OCCN2CCCCCC2)cc1)c1ccc(OC(=O)Cc2ccccc2)cc1)c1ccc(Cl)cc1
  40	-5.5*	23	53	56	-53*	5.8*	32
CN(C)c1ccc(/C=C/C(=O)c2ccccc2)cc1
  89	93	83	94	98	76	63	65
Cc1ccc([N+]2=NOC(=O)C2CN2CCN(c3cccc(Cl)c3)CC2)cc1 (stereo unspecified)
  95	83	95	108	88	108	93	97
O=C1C=CC(=O)N1c1ccc([N+](=O)[O-])cc1
  110&102	91&95	117&98	108&120	118&98	111&118	101&90	108&94
N#C/C(=C\c1ccc2ccccc2c1)C(=O)Nc1sc2c(c1C#N)CCC2
  98	90	116	100	95	106	108	98

The list goes on.
Compound	SK-MEL-5	UACC-62	MALME-3M	SK-MEL-2	EKVX	M14	UACC-257	A549/ATCC
Oc1ccc(N=Cc2c(O)ccc3ccccc23)cc1	82	71	87	77	67	80	91	97
CC(C)CC(=O)C(CCc1ccccn1)C(C)C (stereo unspecified)	103	103	109	103	99	105	92	94
O=C(CN1CCN(c2cc(=O)n(-c3ccccc3)c3ccccc23)CC1)N1CCCc2ccccc21	27	67	87	97	71	78	71	85
Cc1cccc(-c2nnc(-c3ccc4ccccc4c3)o2)c1	102	nt	107	105	96	104	103	nt
O=S(=O)(c1ccc(NC(=S)NC23CC4CC(CC(C4)C2)C3)cc1)N1CCCCC1	88	81	87	106	nt	72	97	72
CCOC(=O)Cn1c(C)c(/C=N/NC(=O)c2cc3c(ccc4ccccc43)o2)c2ccccc21	7.3*	35	71	44	41	17	42	22
Nc1ccc([N+](=O)[O-])cn1	111	100	117	99	94	98	nt	86
CCOP(=O)(OCC)O[C@H]1CCC(=O)[C@@H]2[C@H]1[C@H]1C[C@@H]3[C@@]4(C)CCCC(C)(C(=O)OC)[C@@H]4CC[C@@]23C=C1C(C)C (stereo partly specified)	18	46	86	71	41	55	42	50
COC(=O)c1cc[n+]([O-])cc1	103	108	135	124	102	109	108	110
CC(=C(c1ccc(OCCN2CCOCC2)cc1)c1ccc(OCCN2CCOCC2)cc1)c1ccc(Cl)cc1	88	50	93	120	91	54	104	88
CCOc1ccc(C(C)(C)C)cc1-c1ccccc1	108	nt	94	88	105	106	88	91
COC(=O)CC(O)CC(=O)OC	97	103	97	105	nt	98	89	100
C=CCC(NC(=O)Cc1ccccc1)C(=O)OCC (stereo unspecified)	99	105	95	98	104	99	101	97
COc1cccc(-c2nc3sccn3c2-c2ccnc(NCCNS(=O)(=O)c3ccc(C(F)(F)F)cc3)c2)c1	15	39	42	47	40	38	39	38
O=C(CSc1nc2sc3c(c2c(=O)n1-c1ccc(Cl)cc1)CCCC3)Nc1nc(-c2cccc(Br)c2)cs1	83	85	95	97	75	77	99	70
CC(C)(C)N1COCC(COc2ccc(Cl)cc2)OC1 (stereo unspecified)	102	94	100	110	95	105	98	98
CCOc1nc(-c2ccccc2)cc2c(O)c(C(=O)N/N=C/c3ccc(O)cc3O)[nH]c(=O)c12	22	9.7*	nt	-8.7*	36	21	-29*	46
O=C(Cn1c(=O)ccn(CCCCCCCCOc2ccc(Br)cc2)c1=O)Nc1ccc(Oc2ccccc2)cc1	14	32	60	71	46	44	nt	52
CC(C)c1cc(C(C)C)c(S(=O)(=O)Cl)c(C(C)C)c1	103	83	121	92	124	98	100	99
O=C1OCC2=C1C(c1ccccc1)c1cc3c(cc1N2CCO)OCCO3 (stereo unspecified)	4.4*	14	67	57	48	-22*	47	24
Cn1c(=O)[nH]c2nc(SCC(=O)Nc3ccc(C(=O)/C=C/c4ccc(Br)cc4)cc3)[nH]c2c1=O	98	97	90	109	100	99	95	96
Cc1cc(=O)c(O)c(C)o1	107	107	nt	99	100	106	106	101
Cc1c2c(cn1C)CCc1cn(C)nc1-2	105	106	114	109	92	nt	100	92
CSc1nc(N)nc2c1ncn2C1OC(CO)CC1O (stereo unspecified)	114	101	131	105	109	98	112	127
Cc1ccnc2c(OCc3ccccc3)cccc12	nt	86	84	105	79	93	115	94

More compounds follow.
Compound	SK-MEL-5	UACC-62	MALME-3M	SK-MEL-2	EKVX	M14	UACC-257	A549/ATCC
CC(C)(C)CC(C)(C)Nc1c(-c2c(O)c3ccccc3oc2=O)nc2sc3ccccc3n12	42	30	51	66	27	42	38	31
COc1cc(C2=NN(C(C)=O)C(c3sc(Cl)nc3Cl)C2)cc(OC)c1OC (stereo unspecified)	91	96	107	89	nt	98	82	96
CCOC(=O)CSc1nc2sc3c(c2c(=O)n1-c1ccccc1)CCC(C)C3 (stereo unspecified)	88	96	113	105	107	108	103	102
Nc1c2c(=O)[nH]c(O)cc2nn1-c1ccccc1	109	106	125	104	112	104	103	98
COc1ccc2oc(=O)cc(/C=C3/C(=O)NC(=S)NC3C)c2c1 (stereo unspecified)	95	89	85	87	71	86	80	82
COc1ccc2c(c1)C(=O)c1c-2c(=O)n(CCCCCCC(=O)NO)c2ccccc12	-86*	-56*	-23*	10	31	-0.4*	-6.3*	-10*
O=C1NC(=O)C(Cn2cnc3ccccc32)N1 (stereo unspecified)	101	99	103	107	100	103	101	98
Cc1cc(=O)oc2cc(OCCCOc3ccc(/C=C/C(=O)Nc4ccccc4)cc3)ccc12	93	90	48	95	81	98	101	88
c1ccc(-c2nnc3ccccc3n2)cc1	62	84	100	93	85	83	93	16
